Assay outcomes as filed in PubChem.
Tb PYK inh: inhibitors of Trypanosoma brucei pyruvate kinase | Q57TT1 | TbPYK enzyme, Kinase-Glo Plus ATP luminescence, 45 min | hit rate 0.12% among 410,000 | Potency, µM (top dose mostly 76.8 µM), without a hit: top-dose activity, negative = inhibition, most hits filed as inhibitors; further: potency means the concentration at half of the fitted maximal effect; on the % scale 0 is the no-effect control and ±100 the full control effect; nearly all actives have a fitted effect of over 50% in size
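Screened from lowest to highest concentration, compounds were pinned into TbPYK/substrate mixtures, and ADP (130 uM final) was added. Plates sat at room temperature for 45 min prior to Kinase-Glo Plus detection by luminescence.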
Pf growth 96h: P. falciparum growth inhibition at 96 hours. P. falciparum luciferase reporter growth, 96 h. Potency, µM (series often up to 28.7 µM), inactives show top-dose activity change, negative = inhibition, actives largely listed as inhibitors. hit rate 6.9% among 320,000. AID 504834; further: potency means the concentration at half of the fitted maximal effect; on the % scale 0 is the no-effect control and ±100 the full control effect
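Delayed-death screen, second-generation endpoint: infected erythrocytes, 2% hematocrit, 0.05% parasitemia final; 96 hours at 37 C, 5% CO2; luciferase detection reagent; luminescence decrease equals reduced growth.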
LmPK inhibitor: LmPK (Leishmania mexicana) enzyme inhibition. purified LmPK, Kinase-Glo ATP luminescence, 1 h. hit rate 0.37% among 290,000. Potency, µM (doses to about 57.5 µM), without a hit: at the top dose activity change, negative = inhibition, usual class: inhibitors. Q27686; further: potency means the concentration at half of the fitted maximal effect; on the % scale 0 is the no-effect control and ±100 the full control effect
Target sequence (Q27686 whole entry, looked up): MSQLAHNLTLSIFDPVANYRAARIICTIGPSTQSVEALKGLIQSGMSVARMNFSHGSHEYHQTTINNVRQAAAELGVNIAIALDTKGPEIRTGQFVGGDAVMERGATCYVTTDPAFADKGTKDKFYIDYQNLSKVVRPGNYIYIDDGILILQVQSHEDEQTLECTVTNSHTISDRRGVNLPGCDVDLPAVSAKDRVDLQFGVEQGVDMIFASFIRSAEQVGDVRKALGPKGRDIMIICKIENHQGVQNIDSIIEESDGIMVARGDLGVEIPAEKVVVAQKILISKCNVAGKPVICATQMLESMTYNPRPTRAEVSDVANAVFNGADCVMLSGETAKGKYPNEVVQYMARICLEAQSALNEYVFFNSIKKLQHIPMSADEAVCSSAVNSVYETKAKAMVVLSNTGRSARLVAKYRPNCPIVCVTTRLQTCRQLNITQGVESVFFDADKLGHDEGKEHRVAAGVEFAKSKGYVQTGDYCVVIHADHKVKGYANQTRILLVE
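Pyruvate kinase activity monitored as ATP production (luciferase luminescence). Conditions: 0.1 nM enzyme, 0.5 mM PEP, 0.1 mM ADP, 1 h, RT; normalized against uninhibited and no-enzyme wells.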
Pf growth 48h: P. falciparum growth inhibition at 48 hours (one generation) | P. falciparum luciferase growth in erythrocytes, 48 h | hit rate 5.9% among 310,000 | Potency, µM (doses to about 28.7 µM), inactives show at the top dose activity change, negative = inhibition, hits mostly inhibitors | AID 504832; further: potency means the concentration at half of the fitted maximal effect; on the % scale 0 is the no-effect control and ±100 the full control effect
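In quantitative HTS format, infected erythrocytes bearing luciferase-reporter parasites were treated for a single generation at 37 C. Luminescence after adding detection reagent served as the growth measure.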
Shiga toxin inh: inhibitors of Shiga toxin in Vero cells; Vero cells, Shiga toxin protein synthesis inhibition reporter; inhibition, % at 38.7 µM; hit rate 9.2% among 290,000; in the data active means inhibition mostly above about 28%, no sharp cut-off; inactive means mostly below about 43%; further: 0% is about no effect
AMA1 RON2 block: inhibitors of Plasmodium falciparum AMA1-RON2 interaction; AlphaScreen AMA1-biotinylated RON2 peptide binding; Potency, µM (series often up to 58.2 µM), for the others: at the highest dose activity change, negative = inhibition, hits mostly inhibitors; hit rate 0.2% among 360,000; AID 720542;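 further: potency means the concentration at half of the fitted maximal effect; 0% = vehicle wells and -100% = peptide control; nearly all actives have a fitted effect of over 45% in size; some results filed as inactive show a strong effect at the top dose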
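AMA1 (3D7) with his tag at 25 nM final met compounds first, then biotinylated RON2 peptide at 25 nM; detection used donor plus acceptor beads, 10 µg/mL apiece, read by AlphaScreen after 30 min at room temperature.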
CHX counter: counter-screen hit for Shiga toxin inhibitors, cycloheximide; max response, %; hit rate 12% among 300,000; AID 2314; cell reporter, cycloheximide protein synthesis inhibition counterscreen; in the data active means max response mostly above about 13%, no sharp cut-off; inactive means mostly below about 14%; further: read at 38.3 µM for the half of the compounds with a filed dose; 0% is about no effect
Active calls of the source: *; ? = inconclusive; . = no result given; & = joins results of further samples; [ ] = remark or other dose. Unless noted, the call rests on the fitted dose curve; in most records, active means well fitted curve in the direction sought with a large enough effect; inconclusive means small, poorly fitted or top-dose-only effect, or another doubt; inactive means no such curve, though single readings can be large; an effect the other way counts as inactive or inconclusive.

SMILES	Tb PYK inh	Pf growth 96h	LmPK inhibitor	Pf growth 48h	Shiga toxin inh	AMA1 RON2 block	CHX counter
COc1ccc(-n2nc(C)c3c(=O)c4c([nH]c32)CCCC4)cc1	-2%	?	4%	-19%	-1	-9%	2
CCc1ccccc1N1C[C@@]23C=C[C@@H](O2)C(C(=O)OCC(C)C)[C@H]3C1=O (some centres undefined)	2%	?	5%	.	-14	-1%	-1
COC(=O)c1cnc(Nc2ccc(Cl)cc2)c([N+](=O)[O-])c1	1%	14%	8%	53%[activator]	23	?	-2
Nc1c(C(=O)N2CCCCC2)sc2nc3c(cc12)CCCC3	-22%	0%	2%	199%[activator]	108*	22%	50*
COc1ccc(/C(C)=N/NC(=O)CN(c2ccc(OC)cc2)S(=O)(=O)c2ccccc2)cc1	-28%	91%[activator]	-2%	0%	-9	-1%	-4
O=C(CC(=O)Nc1cccc(Cl)c1)N/N=C\c1ccccc1	-12%	?	1%	23%	2	17%	13
Cc1oc(-c2ccccc2F)nc1CS(=O)(=O)CC(=O)NCc1ccco1	-4%	8%	2%	4%	-5	-3%	-2
CCN(CC)S(=O)(=O)c1ccc2oc(SCc3ccc(F)cc3)nc2c1	-11%	?	7%	?	6	23%	12*
COc1ccc(NS(=O)(=O)c2ccc(N3CCCC3)c(NC(=S)Nc3cccc(S(=O)(=O)N(C)C)c3)c2)cc1	.	?	4%	?	63*	.	33*
O=C(O)c1ccccc1C(=O)Nc1ccc(Oc2ccc3ccccc3c2)cc1	-5%	1%	-5%	4%	15	-20%	4
Cc1cc(OCC(=O)Nc2cccc(S(=O)(=O)N3CCCCC3)c2)ccc1Cl	3%	?	.	?	.	11%	.
CCCn1c(=NC(=O)CS(=O)(=O)c2ccccc2)sc2cc(S(C)(=O)=O)ccc21	-2%	?	.	?	.	6%	.
Cc1cc(C(=O)NCc2ccc3c(c2)OCO3)n(-c2ccccc2)n1	-3%	?	4%	.	5	-4%	-2
O=C(CNS(=O)(=O)c1ccccc1)OCc1cccc([N+](=O)[O-])c1	-2%	?	5%	17%	1	-6%	-2
CN(C)CCNC(=O)Cc1ncc(C(F)(F)F)cc1Cl	-7%	36%[activator]	0%	.	-7	-4%	8
Cc1cc(=O)[nH]c(SCc2cccc3ccccc23)n1	-2%	3.7µM*	6%	-3%	-7	-5%	1
CCN(CC)c1ccc(/C=N/NC(=O)c2cccc(S(=O)(=O)N3CCOCC3)c2)cc1	-1%	38%[activator]	1%	12%	-8	-1%	1
Cc1ccc(OCC(=O)N2N=C(c3cccnc3)CC2(O)C(F)(F)F)cc1C (centres undefined)	-7%	9.3µM*	2%	?	-9	22%	-3
CN1CCc2c(sc3c2C(=O)NC(c2ccco2)N3)C1 (centres undefined)	-8%	?	2%	1%	-1	35%[activator]	4
COc1cccc(N=C(N)N)c1	-1%	-4%	-2%	-54%	-6	1%	-5
O=C(Nc1ccc(F)cc1)C1C(c2ccccc2)C1(Cl)Cl (centres undefined)	-15%	-1%	-1%	-10%	10	5%	-1
CCc1nc2ccccc2c(=O)n1-c1ccccc1[N+](=O)[O-]	7%	5%	-5%	-2%	-2	-2%	-2
Cc1ccc(-c2n[nH]c(=O)c3ccccc23)cc1S(=O)(=O)NC(C)(C)C	-5%	12%	2%	15%	4	1%	-2
S=c1[nH]nc(-c2ccc3ccccc3n2)n1-c1cc(Cl)cc(Cl)c1	-6%	4.1µM*	-1%	12%	-7	42%[activator]	-1
CCCCc1ccc(NC=C2C(=O)OC3(CCCCC3)OC2=O)cc1	0%	.	-1%	6%	-10	32%[activator]	-1
O=c1c(CN2CCN(Cc3ccccc3)CC2)coc2ccc(Cl)cc12	-2%	42%[activator]	1%	30%[activator]	28	0%	18
Cc1ccc(OCC(=O)N2CCC(N3CC(C)CC(C)C3)CC2)cc1 (centres undefined)	7%	?	-14%	7%	-35	1%	-4
CCCCCCN1C=C/C(=C\C=C(C#N)C#N)c2ccccc21	?	?	?	?	-12	-15%	-2
CCN(c1ccccc1)S(=O)(=O)c1cc(C(=O)OC(C)C(=O)Nc2ccc3c(c2)OCCO3)ccc1C (centres undefined)	-2%	?	1%	?	-13	19%	-1
O=C(Nc1ccccc1Br)c1cc(=O)c2ccccc2o1	2%	165%[activator]	-1%	121%[activator]	99*	-5%	23
COC(=O)CN1C(=O)[C@H]2[C@@H](/C=C/c3ccccc3)N3C(=O)CN(CCO)C(=O)[C@@]3(Cc3ccccc3)[C@H]2C1=O	-2%	44%[activator]	1%	1%	-3	13%	-1
CCCCCN(C(=O)CCC(=O)OCC(=O)N(C)Cc1ccc(C)cc1)c1c(N)n(CCCC)c(=O)[nH]c1=O	-9%	-12%	-4%	56%[activator]	-1	3%	-1
CC(OC(=O)CNC(=O)c1cccs1)C(=O)Nc1ccc(S(N)(=O)=O)cc1 (centres undefined)	-3%	-9%	.	33%[activator]	.	-17%	.
Cn1c(=O)[nH]c(=O)c2c1nc(CN(Cc1ccccc1)Cc1ccccc1)n2CCN1CCOCC1	-3%	18%	3%	?	-13	-6%	-7
O=C(CNC(=O)c1ccc2c(c1)OCCO2)N=Nc1c(O)[nH]c2ccccc12	0%	21%	-4%	-3%	2	0%	2
CCn1c(Cn2nnc(-c3ccccc3)n2)nnc1SCC(=O)Nc1ccc(N(C)C)cc1	-22%	?	4%	?	-26	5%	-7
CC(=O)c1cccc(N(CC(=O)Nc2ccc(S(=O)(=O)N3CCOCC3)cc2)S(C)(=O)=O)c1	-20%	?	-7%	-8%	-34	-21%	1
O=S(=O)(Cc1ccc(Cl)cc1)c1ncc(CO)n1Cc1ccccc1	2%	-12%	2%	-16%	-23	-9%	-2
COc1ccccc1NS(=O)(=O)c1cccc(C(=O)NNC(=O)C(NC(N)=O)C(C)C)c1 (centres undefined)	1%	35%[activator]	-3%	21%	6	76%[activator]	2
O=C(NN1C(=O)c2ccccc2NC1c1ccccn1)c1ccc([N+](=O)[O-])cc1 (centres undefined)	-1%	32%[activator]	-1%	19%	9	38%[activator]	4

Profiles as entered above:
Profile of COc1ccccc1NS(=O)(=O)c1cccc(C(=O)NNC(=O)C(NC(N)=O)C(C)C)c1 (centres undefined) = Tb PYK inh = 1%; Pf growth 96h = 35%[activator]; LmPK inhibitor = -3%; Pf growth 48h = 21%; Shiga toxin inh = 6; AMA1 RON2 block = 76%[activator]; CHX counter = 2
Profile of O=c1c(CN2CCN(Cc3ccccc3)CC2)coc2ccc(Cl)cc12 = Tb PYK inh = -2%; Pf growth 96h = 42%[activator]; LmPK inhibitor = 1%; Pf growth 48h = 30%[activator]; Shiga toxin inh = 28; AMA1 RON2 block = 0%; CHX counter = 18

Continuation.
SMILES	Tb PYK inh	Pf growth 96h	LmPK inhibitor	Pf growth 48h	Shiga toxin inh	AMA1 RON2 block	CHX counter
CCOC(=O)c1c(C)n(-c2ccc(C)cc2)c2c(CC(C)=O)c(Br)c(OC)c(O)c12	-4%	-5%	3%	.	-13	1%	-1
O=C(CSc1nnc(-c2cccs2)o1)NCc1ccco1	4%	5%	0%	2%	2	6%	6
O=S(=O)(Oc1ccccc1C(=S)N1CCOCC1)c1ccc(Cl)cc1	-17%	-6%	-8%	?	-36	-3%	-1
Cc1[nH]nc(N2CCCCCC2)c1[N+](=O)[O-]	3%	13%	3%	7%	-24	-7%	-4
Cc1sc2ncnc(OCc3nnc(-c4cccs4)o3)c2c1C	-2%	-45%	-7%	-24%	-4	-10%	28
O=C(NC(Cc1ccccc1)C(=O)O)OCc1ccccc1 (centres undefined)	-16%	3%	-4%	16%	-16	9%	-4
Cc1nn(-c2ccccc2)c(Cl)c1CN(C(=O)CCl)c1ccc(Cl)cc1	5%	?	-8%	-17%	0	2%	-8
CCn1c(=O)c2c(nc3n2CCCN3c2cccc(C)c2)n(C)c1=O	-4%	-11%	0%	-5%	-5	-6%	-2
Cc1cc2c3c(c1)C1(C(=O)N3C(C)(C)CC2C)C(C#N)=C(N)Oc2cc(O)ccc21 (centres undefined)	-17%	.	-2%	12µM*	-15	-9%	2
CC1=C(C(N)=O)C(c2cccs2)n2nc(-c3cccc(Cl)c3)nc2N1 (centres undefined)	-3%	1%	5%	7%	3	34%[activator]	-2
Cc1cccc(CS(=O)(=O)Cc2ccc(C(=O)NCCCN3CCOCC3)o2)c1	3%	107%[activator]	10%	5%	-7	-2%	1
COc1ccc(/C=C2\CCOC2=O)cc1	-18%	43%&93%[activator]	-3%&-4%	116%&51%[activator]	24&-6	8%	19&10
CCOCc1cc(C)[nH]c(=O)c1C#N	3%	11%	-5%	16%	-8	7%	1
O=C(CCn1c(=O)oc2ccccc21)N1CCN(C(c2ccccc2)c2ccccc2)CC1	0%	31%[activator]	2%	5.9µM*	-2	-7%	-5
c1ccc(Nc2nc(NCc3ccco3)c3ccccc3n2)cc1	0%	?	-2%	?	33*	-25%	16*
Cc1ccc(NC(=O)C2=C(C(=O)O)CCCC2)cc1F	-1%	-27%	-11%	30%	-3	-1%	8
O=C(O)C1C2C=CC3(O2)C1C(=O)N1c2ccccc2C2OCCC2C13 (centres undefined)	0%	23%	6%	9%	9	5%	-3
COc1cc(OC)c(OC)cc1/C=N/NC(=O)c1ccc2nc[nH]c2c1	-1%	46%[activator]	5%	21%	-4	19%	-1
NNC(=O)CC1NCCN(Cc2ccccc2)C1=O (centres undefined)	-6%	12%	-1%	.	7	74%[activator]	-6
CCOc1ccc(Cc2nc(N)nc(N)n2)cc1	0%	?	-5%	?	20	-8%	-1
CCOc1ccc(NC2=NCCC(=O)N2Cc2cccs2)cc1	-5%	-4%	-2%	5%	-5	0%	-2
CCCCc1cc(=O)oc2c(C)c(OCC(=O)N3CCCC3)ccc12	1%	9%	-10%	-22%	-34	-8%	-1
CN1C(=O)C(CC(=O)Nc2ccc(Cl)cc2)N(Cc2ccco2)C1=S (centres undefined)	-8%	-3%	1%	?	-2	0%	-3
Cn1c(Cc2ccc3c(c2)OCO3)nnc1SCC(=O)NC(C)(C)C	-2%	8%	1%	-7%	-8	6%	-2
COc1ccc(CCNC(=O)C2CCN(Cc3nc(-c4cccc(Cl)c4)oc3C)CC2)cc1OC	0%	?	2%	?	12	-17%	-2
COc1cc([N+](=O)[O-])c2nccnc2c1	-2%	9.3µM*	10%	17%	-14	-8%	-3
O=C(CC(=O)N1CCN(c2ccccn2)CC1)Nc1ccc2nc3n(c(=O)c2c1)CCCCC3	0%	?	-1%	.	-10	1%	-7
COc1ccc(NC(=S)NCC(c2cccnc2)N2CCOCC2)cc1 (centres undefined)	-11%	-76%	9%	25%	13	8%	-1
COC(=O)CNC(=O)C1CCN(c2nc(C)cc(C)n2)CC1	1%	39%	-1%	0%	-4	-6%	-1
CCOc1ccc(C2CC(c3cccc(OC)c3)Nc3ncnn32)cc1 (centres undefined)	-5%	40%[activator]	-1%	.	-4	-2%	-2
COc1ccc(N2CC(C(=O)Nc3nnc(SCc4cccnc4)s3)CC2=O)cc1 (centres undefined)	-18%	13µM*	-5%	?	16	2%	4

Filtered by structure, the entries above with a CF3 group.
SMILES	Tb PYK inh	Pf growth 96h	LmPK inhibitor	Pf growth 48h	Shiga toxin inh	AMA1 RON2 block	CHX counter
CN(C)CCNC(=O)Cc1ncc(C(F)(F)F)cc1Cl	-7%	36%[activator]	0%	.	-7	-4%	8
Cc1ccc(OCC(=O)N2N=C(c3cccnc3)CC2(O)C(F)(F)F)cc1C (centres undefined)	-7%	9.3µM*	2%	?	-9	22%	-3
